# High-throughput results deposited in PubChem by several laboratories.
# Diaph inh CS = counter-screen for diaphorase-based assays: diaphorase inhibitors and chemical oxidizers; diaphorase resazurin-to-resorufin fluorescence, NADH, 16 min; bacterial (C. kluyveri) enzyme, not human; inhibition, % at 20 µM; 0.69% of 190,000 active; AID 1217;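 active = primary screen inhibition at 20 µM above a set limit, cut at about 50% in these data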;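 also: plate controls were DMSO with full reaction for no effect and wells lacking NADH for full effect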
#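 Benchmarks: positive control wells lacking NADH, neutral wells with DMSO only. System: bacterial diaphorase enzyme (C. kluyveri). Input: 0.14 U/mL diaphorase, enzyme working solution. Detection: resorufin fluorescence, excitation 544 nm, emission 590 nm. Times: 16-min room-temperature incubation before reading.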
# TNAP inh hiacc = inhibitors of human TNAP at high phosphate acceptor concentration; P05186; purified TNAP, CDP-star luminescence, 1 M DEA; inhibition, % at 20 µM; 0.03% of 200,000 active; AID 1135;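 active = over 50% inhibition of tissue-nonspecific alkaline phosphatase at 20 µM in the single-dose screen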;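 also: plate controls were DMSO wells for no effect and EDTA-quenched wells as full inhibition for full effect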
# Target sequence (P05186 whole entry, looked up): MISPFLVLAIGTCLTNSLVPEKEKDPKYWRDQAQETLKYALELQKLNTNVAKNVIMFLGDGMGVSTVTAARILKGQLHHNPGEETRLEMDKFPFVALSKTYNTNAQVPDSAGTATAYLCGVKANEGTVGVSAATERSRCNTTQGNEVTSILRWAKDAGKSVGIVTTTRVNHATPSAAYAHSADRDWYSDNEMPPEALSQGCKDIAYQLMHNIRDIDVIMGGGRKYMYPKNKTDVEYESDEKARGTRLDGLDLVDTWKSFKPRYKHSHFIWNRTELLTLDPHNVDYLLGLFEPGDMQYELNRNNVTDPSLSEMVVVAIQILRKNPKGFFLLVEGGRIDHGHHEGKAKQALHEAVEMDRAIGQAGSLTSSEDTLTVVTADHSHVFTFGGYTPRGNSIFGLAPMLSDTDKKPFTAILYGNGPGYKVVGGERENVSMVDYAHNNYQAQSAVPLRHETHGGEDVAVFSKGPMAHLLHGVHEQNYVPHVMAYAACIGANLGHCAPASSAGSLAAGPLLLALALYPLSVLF
# Efa HMGR inh = blocks class II HMG-CoA reductase of Enterococcus faecalis; purified E. faecalis HMGR, NADPH absorbance 340 nm kinetic; inhibition, % at 10 µM; 0.41% of 190,000 active; AID 1066;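 active = inhibition above a set limit, the median over all tested compounds plus 3 SD, cut at about 9.5% in these data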;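 also: enzyme runs in reverse so mevalonate oxidation gives rising NADPH absorbance; 0% = complete reaction with DMSO and 100% = background rate lacking mevalonate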
# Diaph act CS = counter-screen for diaphorase-based assays: diaphorase activators and chemical reducers. activation factor at 20 µM. 0.005% of 190,000 active. Diaphorase/resazurin coupled assay, resorufin fluorescence, 16 min; stronger effect = higher value; 1 = vehicle wells, 0 = NADH-free wells;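 active = diaphorase activity raised at least twofold by the compound at 20 µM; inactive = activation factor below 2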
#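 Material: Clostridium kluyveri diaphorase, purified enzyme; Quantity: enzyme 0.07 U/mL final; Medium: HEPES pH 7.4 buffer with MgCl2 and Tween 20; Dosing: single compound dose of 20 µM, 1% DMSO final; Schedule: 16 min reaction at room temperature; Measured by: red resorufin fluorescence at 544/590 nm excitation/emission.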
# TNAP inh noacc = TNAP (human) inhibition, acceptor-free conditions; P05186; purified TNAP, CDP-star luminescence, 30 min; inhibition, % at 20 µM; 0.26% of 200,000 active; AID 1012;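 active = tissue-nonspecific alkaline phosphatase inhibition above about 50% at 20 µM in the single-dose screen, limit read from the data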;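 also: 0% = DMSO negative control and 100% = EDTA positive control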
# FLuc act counter = affects firefly luciferase, flagging false hits in luciferase stimulation screens; P08659; ATPlite luciferase biochemical, luminescence, 10 min; 0 = ATP-free wells, 1 = DMSO control; activation factor at 10 µM; 200,000 tested, under 10 active; AID 1027;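 active = luciferase activation factor, scaled between plate controls, of at least 2 with compound at 10 µM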
#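 System: cell-free luciferase reagent; medium: PBS as buffer for the ATP substrate; doses: test compounds dosed from 2 mM stocks in 100% DMSO; incubation: 10 min, room temperature; measured by: luminescence from luciferase reaction; read-out: luciferase activation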
# PMI act hi M6P = increases human PMI activity with near-saturating mannose 6-phosphate. coupled PMI enzyme assay, resazurin fluorescence, 20 min; stronger effect = higher value; 1 = untreated enzyme, 0 = substrate-free blank. activation factor at 20 µM. 0.34% of 190,000 active;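 active = activation factor of 2 or more at 20 µM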
# Target sequence (P34949 whole entry, looked up): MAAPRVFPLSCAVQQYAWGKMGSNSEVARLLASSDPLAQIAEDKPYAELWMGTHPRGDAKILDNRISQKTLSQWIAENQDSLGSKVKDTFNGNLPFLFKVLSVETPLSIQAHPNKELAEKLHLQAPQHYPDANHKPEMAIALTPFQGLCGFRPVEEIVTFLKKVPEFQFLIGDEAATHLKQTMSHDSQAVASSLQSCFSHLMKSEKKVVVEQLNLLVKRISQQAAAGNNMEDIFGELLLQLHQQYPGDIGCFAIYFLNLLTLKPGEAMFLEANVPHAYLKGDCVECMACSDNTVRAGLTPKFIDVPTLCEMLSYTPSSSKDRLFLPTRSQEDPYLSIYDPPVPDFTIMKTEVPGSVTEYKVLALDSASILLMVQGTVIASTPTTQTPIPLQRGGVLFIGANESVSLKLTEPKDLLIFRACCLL
#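 Test system: human phosphomannose isomerase with PGI, G6PDH, diaphorase coupling enzymes; amount: 15 ng/mL PMI; incubation: enzyme reaction with compound 20 min at room temperature; technique: resorufin fluorescence (Ex 544/Em 590 nm) from resazurin via diaphorase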
# G6PDH counter = L. mesenteroides G6PDH inhibition counter-screen; 0.12% of 200,000 active; inhibition, % at 5 µM; AID 1020; Purified L. mesenteroides G6PDH, diaphorase/resazurin coupled fluorescence, 45 min; in the data active = inhibition above about 50%
# PMI act = phosphomannose isomerase (human) activation | P34949 | purified human PMI, coupled resazurin fluorescence, 20 min; stronger effect = higher value; 1 = vehicle control, 0 substrate-free wells | activation factor at 20 µM | 0.005% of 190,000 active | AID 1214;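 active = activation factor of 2 or more at 20 µM, relative to plate controls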
# TNAP act hiacc = activators of human TNAP at high phosphate acceptor concentration; 200,000 tested, under 10 active; activation factor at 20 µM; purified TNAP, CDP-star luminescence, 1 M DEA, 30 min; stronger effect = higher value; 0 = EDTA background, 1 = DMSO-only activity; P05186; AID 1136;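 active = activation factor at least 2 at 20 µM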
#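 Test system – human TNAP · Doses – 20 µM single point · Incubation – 30 min, room temperature · Signal – luminescent substrate turnover signal · Read-out basis – activation factor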
# The depositor's hits bear a star.
SMILES,Diaph inh CS,TNAP inh hiacc,Efa HMGR inh,Diaph act CS,TNAP inh noacc,FLuc act counter,PMI act hi M6P,G6PDH counter,PMI act,TNAP act hiacc
N#C/C(=C\c1c(N(Cc2ccccc2)Cc2ccccc2)nc2ccccn2c1=O)C(N)=O,9,7,-1,0.9,7,1,1,-1,0.9,0.9
C=CCSc1nc2sc3c(c2c(=O)n1CC=C)CCc1ccccc1-3,15,5,-2,0.8,-22,1,0.7,7,0.9,1
COc1ccc(N2CCN(c3nc4ccc(C)cn4c(=O)c3C=O)CC2)cc1,23,0,3,0.8,-4,1,0.4,2,0.9,1
CCOC(=O)C(=CNc1cc(C)nn1-c1ccccc1)C(=O)OCC,18,0,0,0.8,-6,1,0.9,6,0.9,1
Cc1ccccc1NC(=O)c1ccccc1NC(=O)c1ccco1,17,-5,4,0.8,-11,1,0.9,-8,0.9,1.1
O=C(NC1CCCCC1)N1CCN(C(=O)c2ccco2)CC1,-7,4,-5,1.1,4,1,1.1,10,1,1
CSCCC(NS(=O)(=O)c1cccs1)C(=O)NCc1ccccc1 (configuration not stated),6,1,-4,0.9,-6,1,1,-3,1,1
CN(Cc1ccccc1)C(=O)C1CCN(S(=O)(=O)c2cc([N+](=O)[O-])ccc2Cl)CC1,32,2,-1,0.7,-13,1,0.8,-4,0.8,1
C=CCn1c(SCC(=O)c2c(N)n(CCC)c(=O)n(C)c2=O)nnc1-c1ccncc1,4,-8,5,1,-18,1.1,1.1,2,1.1,1.1
Cc1ccc(C(c2nnnn2C2CCCC2)N2c3ccccc3CC2C)cc1 (configuration not stated),13,-2,-6,0.9,-12,1,1.1,-8,1.1,1

# The final two entries of the section above come first, to join the parts:
SMILES,Diaph inh CS,TNAP inh hiacc,Efa HMGR inh,Diaph act CS,TNAP inh noacc,FLuc act counter,PMI act hi M6P,G6PDH counter,PMI act,TNAP act hiacc
C=CCn1c(SCC(=O)c2c(N)n(CCC)c(=O)n(C)c2=O)nnc1-c1ccncc1,4,-8,5,1,-18,1.1,1.1,2,1.1,1.1
Cc1ccc(C(c2nnnn2C2CCCC2)N2c3ccccc3CC2C)cc1 (configuration not stated),13,-2,-6,0.9,-12,1,1.1,-8,1.1,1
Cc1oc(-c2cccc(Cl)c2)nc1CN1CCC(C(=O)NCc2cccnc2)CC1,8,-9,3,0.9,-6,1.1,1,7,1.1,1.1
CCOC(=O)c1c(NC(=O)CN(C)C2CCN(C)CC2)sc(C(=O)Nc2ccccc2)c1C,2,-6,-4,1,-14,1,0.7,-5,0.8,1.1
CCOC(=O)N1CCN(S(=O)(=O)c2ccc(C(=O)NNc3nc4cc(C)cc(C)c4s3)cc2)CC1,26,5,-1,0.7,-27,1,1,13,0.8,1
CCCc1nc(N2CCN(S(=O)(=O)c3ccc(Cl)cc3)CC2)c2c(C)c(C)sc2n1,21,-7,-4,0.8,-7,1,0.9,18,0.8,1.1
CN(C)S(=O)(=O)Nc1ccc2c(c1)OCO2,-2,-5,-1,1,-12,1,1.1,4,1.1,1.1
Cc1ccc(/C=N/c2sc3c(c2C(N)=O)CCCC3)o1,14,1,-5,0.9,-17,0.7,1.2,-3,1.2,1
Cc1c(C(=O)N(C)C)c2ccc(Cl)cc2n1O,6,-3,-8,0.9,-6,1,0.9,9,0.9,1
COc1cccc(-c2nnn(CC(=O)Nc3ccc(C)cc3C)n2)c1OC,-5,-5,1,1,-10,1.1,0.9,4,1.1,1
O=C(CN1CCN(c2ccccn2)CC1)N1c2ccccc2Sc2ccc(C(F)(F)F)cc21,30,-10,2,0.7,-12,1,1,24,1,1.1
CCCOc1ccc2[nH]cc(C(=O)O)c(=O)c2c1,11,-6,-4,0.9,-9,1,0.9,8,0.9,1.1
O=C(CNC(=S)N(Cc1ccccc1Cl)C1CCCC1)NCCCN1CCOCC1,-19,-6,-1,1.2,-84,1.1,1.2,14,1.1,1.1
CCc1ccc(OCC(=O)N/N=C(\C)c2ccc(O)cc2O)cc1,19,2,6,0.8,-1,1.1,1.1,-4,1,1
CCSc1nnc(NC(=O)CSc2nc3c(c(=O)n2-c2ccccc2OC)SCC3)s1,23,3,0,0.8,-5,1,0.8,4,0.9,1
FC(F)(F)c1cccc(-c2ccc(/C=N/Nc3nncc(-c4ccccc4)n3)o2)c1,-21,1,2,1.2,1,1.1,1,-3,1.1,1
CCN(CC)CCC#CC(O)(c1ccccc1)c1ccccc1,0,6,-5,1,-3,1.1,1.2,-4,1.1,0.9
CCOc1ccc(-n2ccnc2SCC(=O)N2CCCc3ccccc32)cc1,7,2,-5,0.9,-7,1,1,-8,0.9,1
Clc1ccc(-n2nnc(-c3nccs3)n2)cc1Cl,11,-3,5,0.9,-7,0.4,1.9,9,1.1,1
COC(=O)C(c1cc(OC)c(O)c(OC)c1)(N1CCNC(C)C1)C(F)(F)F (configuration not stated),25,-3,-2,0.8,-8,1,0.7,-12,0.7,1
O=C(NNc1cccc(Cl)n1)c1ccc(Cl)nc1,13,-3,-5,0.9,-37,1,1,-1,0.9,1
Cc1cc(C)c(S(=O)(=O)NC(CC(=O)O)c2cccc([N+](=O)[O-])c2)c(C)c1 (configuration not stated),2,1,-4,1,-9,1,1,5,1.1,1

# Ordered by molar mass (smallest number first): part of the list above.
SMILES,Diaph inh CS,TNAP inh hiacc,Efa HMGR inh,Diaph act CS,TNAP inh noacc,FLuc act counter,PMI act hi M6P,G6PDH counter,PMI act,TNAP act hiacc
O=C(NNc1cccc(Cl)n1)c1ccc(Cl)nc1,13,-3,-5,0.9,-37,1,1,-1,0.9,1
Cc1cc(C)c(S(=O)(=O)NC(CC(=O)O)c2cccc([N+](=O)[O-])c2)c(C)c1 (configuration not stated),2,1,-4,1,-9,1,1,5,1.1,1
FC(F)(F)c1cccc(-c2ccc(/C=N/Nc3nncc(-c4ccccc4)n3)o2)c1,-21,1,2,1.2,1,1.1,1,-3,1.1,1

# Continuation.
SMILES,Diaph inh CS,TNAP inh hiacc,Efa HMGR inh,Diaph act CS,TNAP inh noacc,FLuc act counter,PMI act hi M6P,G6PDH counter,PMI act,TNAP act hiacc
CCOC(=O)C1CCN(C(=S)Nc2ccc(Cl)cc2C)CC1,9,-4,-5,0.9,-14,1,0.9,1,1,1
O=C(COC(=O)Cc1ccccc1F)Nc1cccc(S(=O)(=O)NC2=NCCCCC2)c1,0,-7,-6,1,-16,1.1,0.9,7,0.9,1.1
CC(=O)NC(Cc1c[nH]c2ccccc12)C(=O)NCc1ccc2c(c1)OCO2 (configuration not stated),10,-2,-2,0.9,-10,1,1,0,0.9,1
O=C(/C=C/c1ccc(F)cc1)Nc1nc2ccccc2[nH]1,6,-3,-1,0.9,-36,0.8,1,-5,1,1
Cc1csc(NC(=O)CSc2nnc(-c3ccoc3C)n2CCc2ccccc2)n1,24,-7,-2,0.8,-8,1,0.9,5,0.9,1.1
CSc1nnc(C)c(/C=C/NOCc2cccc(F)c2)n1,-5,8,-5,1,9,1,1.3,2,1.6,0.9
c1ccc(Cc2noc(CN3CCCN(C4Cc5ccccc5C4)CC3)n2)cc1,14,-5,-2,0.9,-9,1.1,0.9,2,0.9,1
O=c1c(/C=N/N2CCOCC2)c(C(F)(F)F)[nH]n1-c1ccccc1,16,0,-5,0.8,0,1,1,4,1.1,1
O=C(CS(=O)(=O)c1ccccc1)Nc1ccc(N2CCOCC2)cc1,6,1,-4,0.9,7,1,1,-2,1,1
COc1ccc(NC(=S)N(Cc2ccccn2)Cc2ccccc2Cl)cc1,14,-3,-3,0.9,-9,1,0.9,2,0.9,1
COc1ccccc1N1CCN(C(=O)c2nn(-c3ccccc3OC)c(=O)c3ccccc23)CC1,11,-2,-6,0.9,-9,1,0.9,0,0.8,1
CC(C)(C)NC(=O)C(c1ccc(O)cc1)N(Cc1ccco1)C(=O)Cn1nnc(-c2cccs2)n1 (configuration not stated),25,-3,-6,0.8,-8,1.1,1,-1,1,1
CN(C)S(=O)(=O)c1ccc(NC(=O)c2ccc(Br)o2)cc1,13,-3,2,0.9,-2,1,0.9,5,0.9,1
N#CCCN1CCN(S(=O)(=O)c2ccc(S(=O)(=O)NCC3CCCO3)cc2)CC1 (configuration not stated),4,-3,0,1,-7,1.1,0.9,-9,0.9,1
O=S(=O)(Nc1c(S(=O)(=O)c2ccccc2)c2nc3ccccc3nc2n1C1CCCCC1)c1ccccc1,37,3,-2,0.6,-14,1.1,0.4,45,0.8,1
O=C(CC1C(=O)NCCN1C(=O)c1ccc(F)cc1)OCc1ccccc1 (configuration not stated),11,-2,-3,0.9,-7,1,0.9,10,0.9,1
COc1ccccc1-c1cc(C(=O)Nc2sc3c(c2C#N)CCC(C)C3)c2ccccc2n1 (configuration not stated),22,-1,4,0.8,-3,1.1,0.9,-3,0.8,1
COc1ccc(NC(=O)c2c(N)no[n+]2[O-])c(OC)c1,-1,-4,-9,1,-7,1,0.9,-3,1,1
CCOC(=O)C(C)Oc1ccc2c(-c3cccc([N+](=O)[O-])c3)cc(=O)oc2c1 (configuration not stated),24,3,0,0.8,-4,1,1,0,0.9,1
Cc1ccc(C(=O)N2CCN(C(=O)c3ccco3)CC2)cc1NC(=O)c1ccco1,-11,-6,-1,1.1,-8,1,1.1,9,1.1,1.1
CCOC(=O)NC(NCc1ccccc1)(C(F)(F)F)C(F)(F)F,19,2,-5,0.8,13,1,0.9,10,0.8,1
Cc1nc(/N=C\N(C)C)sc1C(=O)Nc1ccccc1,3,-2,-3,1,-6,1,0.9,12,0.9,1
COc1ccc(Oc2nc(C)nc3c2oc2ccccc23)cc1,11,0,-2,0.9,-4,1,0.9,0,1,1
COc1ccccc1NC(C)=O,18,-6,-5,0.8,-17,1,0.9,10,0.9,1.1
CC(C)OC(=O)CSc1nnc(CNc2ccc(Cl)cc2)n1Cc1ccccc1,4,-4,-5,1,1,1.1,1.1,7,1.1,1
Cc1cccc(C(=O)NNC(=O)/C=C/C(=O)O)c1,13,-2,5,0.9,-6,1.1,1.2,4,1.2,1
Cn1c(/C(C#N)=C2/CCCCCN2)nc2ccccc21,20,-8,-6,0.8,-12,1,0.9,2,0.9,1.1
O=C(NCc1ccc(F)cc1)C1CCCN(S(=O)(=O)c2cccnc2)C1 (configuration not stated),3,-1,0,1,-7,1,1,13,1,1

# Rows were taken by chance. Share with any hit: about 1.7%.
